NTR1 ag = NTR1-driven beta-arrestin-GFP spot formation – imaging, U2OS cells, high content, primary screen (AID 493036); agonist mode; activation, % at 20 µM; 330,000 compounds, 0.17% hits;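 active means activation at or above 40% of the spot to cytoplasm intensity ratio, with at least 20 cells analyzed; inconclusive means wells under 20 cells, flagged as cytotoxic or low count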;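 further: 0% = DMSO without peptide and 100% = 100 nM NTR1 peptide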
Target sequence (P30989 whole entry, looked up): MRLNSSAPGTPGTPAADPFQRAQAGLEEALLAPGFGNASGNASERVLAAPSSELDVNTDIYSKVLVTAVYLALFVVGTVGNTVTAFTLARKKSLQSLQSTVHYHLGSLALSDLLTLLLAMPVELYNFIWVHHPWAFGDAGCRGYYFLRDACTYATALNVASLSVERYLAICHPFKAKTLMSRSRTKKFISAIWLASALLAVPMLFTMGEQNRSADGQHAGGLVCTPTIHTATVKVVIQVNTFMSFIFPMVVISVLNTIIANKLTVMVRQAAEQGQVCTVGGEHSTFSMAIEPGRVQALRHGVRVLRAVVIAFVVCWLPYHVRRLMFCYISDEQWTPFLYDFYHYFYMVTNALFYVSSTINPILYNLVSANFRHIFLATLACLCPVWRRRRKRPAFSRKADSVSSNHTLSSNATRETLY
Myeloid diff MLP = promotes myeloid progenitor differentiation; calls only at 10 µM; ER-HoxA9 myeloid progenitors, lysozyme-GFP differentiation, flow cytometry; AID 624256; 360,000 compounds, 1% hits;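 active means normalized GFP-positive differentiation at or above the plate's own cutoff, the solvent-only control mean plus 3 SD; inconclusive means no clear call, values can overlap the other calls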;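 further: cells exposed to compound for four days before flow analysis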
RSV antiviral HEp-2 = inhibition of RSV-induced cytopathic effect – HEp-2 cells, primary 10 µM value included (AID 2391); HEp-2 cells, RSV-induced CPE inhibition; higher % means a stronger effect; CPE inhibition, % at 10 µM; hits with a dose series show IC50 in µM; 310,000 compounds, 0.13% hits; in the data active means a potency from the dose series; inconclusive means CPE inhibition mostly from about 23% at the one dose, without a potency; inactive means the rest, 99 in 100 with CPE inhibition below about 21%; further: strong numbers were not always called active
PhoP inhibition = inhibitors of PhoP regulon expression, primary screen, Salmonella Typhimurium, GFP reporter (AID 1863) | 300,000 compounds, 0.16% hits | S. Typhimurium PhoP-regulated promoter GFP reporter, 4 h; higher % means a stronger effect | inhibition, % at 50 µM, or IC50 in µM where a hit was titrated;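 active means inhibition over 29.93%, a cutoff 3 SD above the screen mean, later confirmed by dose response; inconclusive means inhibition over 29.93% but no dose response follow-up; inactive means inhibition at most 29.93% or unconfirmed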;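 further: 0% = low Mg2+ inducing control and 100% = high Mg2+ repressing control; strong numbers were not always called active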
TNAP activators = stimulation of alkaline phosphatase TNAP activity – biochemical, luminescent, no phosphate acceptor, uHTS, primary screen (AID 1001). purified TNAP, luminescent activation assay, no phosphate acceptor; higher activation fold means a stronger effect. activation fold at 20 µM; hits with a dose series show EC50 in µM. 200,000 compounds, 0.03% hits; in the data active means activation fold from about 3, or a potency from the dose series; inactive means the rest, 99 in 100 with activation fold below about 1.6; further: many of its hits are not listed in these tables
SV40 large T antigen = TAg ATPase/helicase activity blockers – biochemical (AID 1903). SV40 large T antigen ATPase/helicase inhibition assay; higher % means a stronger effect. inhibition, % at 20 µM, or IC50 in µM where a hit was titrated. 310,000 compounds, 0.39% hits; in the data active means a potency from the dose series; inconclusive means inhibition mostly from about 32% at the one dose, without a potency; inactive means the rest, 99 in 100 with inhibition below about 32%; further: strong numbers were not always called active
T cell modulator = modulates CD8 T cell binding to vesicles; 2C CD8+ T cell-vesicle binding, flow cytometry; hits give low values; calls only at 7 µM; 330,000 compounds, 0.068% hits;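 active means response, share of CD8 T cells binding vesicles, and their 90th percentile fluorescence all below set limits, cut at about 80% in these data, passing the limit was not always enough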
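Incubation: binding step 1.5 h, 37 °C, antibody labelling 20 min, ice; system: murine 2C transgenic CD8+ T lymphocytes; technique: cytometric PE anti-B7-1 and Alexa647 anti-CD8 signals after 1% paraformaldehyde fixation; also added: QL9-charged Drosophila Ld/ICAM-1/B7-1 vesicles; control set: naked versus QL9-loaded vesicles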
MgcRacGAP inhibition = MgcRacGAP GTPase-activating activity inhibitors, confirmation, biochemical, ADP Hunter fluorescence. AID 624330. MgcRacGAP-stimulated Rac1 GTP hydrolysis, ADP Hunter fluorescence; higher % means a stronger effect; GST-tagged Rac1 F28L mutant substrate. one-dose inhibition, % at 30 µM; IC50 in µM for titrated hits. 340,000 compounds, 0.6% hits;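 active means first-screen hits whose inhibition reached a set limit at any dose in the follow-up dose series; inconclusive means inhibition above the set first-screen limit but never retested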;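 further: fluorescence reports GDP produced by GAP-driven GTP hydrolysis; strong numbers were not always called active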
K1F lysis inhibition = protection from phage-mediated lysis, alamar blue read-out – E. coli UTI89, K1F phage, bacterial capsule biogenesis inhibitors (AID 488966); E. coli UTI89 K1F phage lysis, alamar blue, 2 h; higher % means a stronger effect; inhibition, % at 100 µM, or IC50 in µM where a hit was titrated; 340,000 compounds, 0.02% hits;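 active means phage lysis inhibition, versus mean bacterial control, above a set limit; inconclusive means no clear call, values can overlap the other calls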;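 further: capsule biogenesis inhibitors block K1F phage lysis so surviving cells raise fluorescence; higher fluorescence means more inhibition of phage lysis; actives were called in the ten point dose series up to 300 µM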
T cell modulator vesicle-bound % = also measured in T cell modulator; calls as there; double positive events, %; measured here: CD8+ vesicle-bound cell fraction;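 binding gate set so that unloaded-vesicle control wells show 10% double positive cells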
NTR1 ag cell count 20 µM = further read-out of NTR1 ag, marked with its call; cell count; measured here: cell count, cytotoxicity flag
Myeloid diff MLP GFP+ MAC1+ % = recorded beside Myeloid diff MLP, whose call it bears; GFP+ MAC1+ double positive, %; measured here: differentiation confirmed by MAC1 staining
* hit, by the source's call; i = inactive; ? = inconclusive; / = no result given; + = active, no number; [ ] = another dose, or the depositor's remark.

SMILES	NTR1 ag	NTR1 ag cell count 20 µM	Myeloid diff MLP	Myeloid diff MLP GFP+ MAC1+ %	RSV antiviral HEp-2	PhoP inhibition	TNAP activators	SV40 large T antigen	T cell modulator	T cell modulator vesicle-bound %	MgcRacGAP inhibition	K1F lysis inhibition
COc1ccc(/C=C/C(=O)NC(=S)N2CCCCC2)cc1OC	-2.0	48	i	0.5	1.7%	-4%	/	8%	i	41	3%	0.3%
Cc1c(NC(=S)N/N=C/c2cccc(O)c2)c(=O)n(-c2ccccc2)n1C	1.3	55	i	2.0	0.8%	6%	1.1	5%	i	30	13%	3.1%
NC(=O)COc1ncn(-c2ccccc2)n1	-0.1	49	i	0.5	-0.2%	2%	1.2	-3%	i	4	4%	1.6%
CCCNC(=O)C(Cc1ccc(Br)cc1)NC(=O)c1ccc(C#N)cc1 (stereo not given)	0.1	54	i	1.5	-0.8%	/	/	/	i	50	6%	0.3%
COc1ccc(C(=O)c2c(N)sc3c2CCN(C(=O)OC(C)(C)C)C3)cc1	2.8	45	i	1.2	5.3%	-6%	/	13%	i	39	/	/
COCCn1c(SCC(=O)Nc2ccc(Cl)cn2)nc2ccccc21	-0.4	85	i	12	-1.0%	3%	1.1	-2%	i	22	-2%	-3.0%
C#CCOCCOCCOCCNc1nc(N2CCOCC2)nc(N2CCN(C(=O)[C@H](C)n3cc(CCCN=C(N)N)nn3)CC2)n1	0.4	61	i	1.2	0.8%	-4%	1.1	10%	i	48	6%	3.3%
CC(=O)Nc1ccc(S(=O)(=O)N2CCC(C(=O)NCc3ccco3)CC2)cc1	-0.7	55	i	7.5	0.1%	-10%	/	4%	i	64	1%	1.7%
CCCCNC(=O)c1sc(=S)n(-c2ccccc2OC)c1N	-2.3	86	i	0.5	1.1%	4%	1.1	5%	i	31	10%	0.3%
COc1ccc(C2CCCN2C(=O)Nc2cccc(C(C)=O)c2)cc1OC (stereo not given)	1.3	52	i	1.2	-0.1%	-7%	1.1	-7%	i	29	9%	0.3%
CN1CCN(C(=O)c2cc3sc4ccccc4c3s2)CC1	-0.1	57	i	0.4	7.8%	22%	/	23%	i	34	/	/
O=c1c2sccc2n(Cc2ccc(F)cc2)c(=O)n1-c1ccc(F)cc1	-2.2	51	i	0.6	0.1%	4%	1.2	3%	i	38	4%	0.5%[50 µM]
O=C(Nc1ccc(N2C(=O)C3C4C=CC(C4)C3C2=O)cc1Cl)c1cccs1 (stereo not given)	0.2	41	i	0.1	1.3%	3%	1.1	5%	i	29	0%	0.7%
CCN1CCN(S(=O)(=O)c2ccc3c(c2)OCCO3)CC1	-1.3	74	i	0.5	0.2%	9%	1.2	-4%	i	9	17%	-0.4%
COCc1cc(C)n(CC(=O)NCC2CCCO2)c(=O)c1C#N (stereo not given)	-3.0	49	i	3.4	-0.9%	-3%	/	5%	i	20	-1%	-0.4%
Cc1csc(NC(=O)CSc2nc(C(C)C)nc3c2c(=O)n(C)c(=O)n3C)n1	4.8	75	i	5.3	1.5%	10%	1.1	3%	i	26	-5%	2.4%
COc1cc(OC)c(NC(=O)c2cc(S(=O)(=O)N3CCOCC3)cn2C)cc1Cl	-0.6	53	i	3.9	1.1%	/	/	4%	i	32	2%	2.9%
CC1CCN(S(=O)(=O)c2ccc(F)c(C(=O)O)c2)CC1	2.1	43	i	0.9	1.8%	-16%	1.1	4%	i	35	19%	0.6%
COc1cc(/C=N/Nc2nnc3c(n2)[nH]c2ccccc23)ccc1O	/	/	i	0.4	0.2%	10%	1	14%	i	41	10%	1.2%[50 µM]
COc1ccccc1C1CC(=O)Nc2cc(C)c(C)cc21 (stereo not given)	1.6	48	i	1.0	-0.7%	7%	/	6%	i	50	-5%	0.4%
CC(=O)Nc1ccc(S(=O)(=O)Nc2cccc(-c3ccc4nncn4n3)c2)cc1	-0.7	90	i	0.1	0.1%	7%	1.1	6%	i	30	16%	-0.1%
Cc1nc2cc(-c3ccccc3)nn2c(C)c1CCC(=O)N1CCN(c2ccccc2)CC1	7.5	53	i	4.8	8.8%	3%	0.9	4%	i	17	3%	1.4%
CCOCCCNC(=O)C1CCC(CNS(=O)(=O)c2cccc3nsnc23)CC1 (stereo not given)	-0.7	80	i	1.3	1.8%	5%	1.1	1%	i	57	-3%	-0.2%
Cc1ccc(CN2CCc3c(OCC(=O)Nc4cc(C)ccc4C)cccc3C2=O)cc1	2.1	51	/	/	3.7%	-8%	1.1	7%	i	41	/	/
COC(=O)CN1C(=O)C(C)(C)Oc2ccc(C(=O)Nc3cccc(OC)c3)cc21	-1.5	41	i	0.4	4.5%	-5%	/	9%	i	32	3%	0.0%
SMILES	NTR1 ag	NTR1 ag cell count 20 µM	Myeloid diff MLP	Myeloid diff MLP GFP+ MAC1+ %	RSV antiviral HEp-2	PhoP inhibition	TNAP activators	SV40 large T antigen	T cell modulator	T cell modulator vesicle-bound %	MgcRacGAP inhibition	K1F lysis inhibition
O=C(c1ccco1)N1CCN(c2c([N+](=O)[O-])nn(-c3cccc(Cl)c3)[n+]2[O-])CC1	2.8	62	i	0.6	1.4%	-9%	1	12%	i	47	11%	0.2%
Cn1cc(/C=C/C(=O)c2ccccc2)c2ccccc21	7.5	58	i	0.3	2.3%	0%	/	4%	i	24	10%	0.5%
OC(CNCc1ccccn1)c1ccccc1 (stereo not given)	-1.2	51	i	0.5	1.8%	8%	1.2	13%	i	31	11%	1.1%
CC(C)(C)NC(=O)CCN(/N=C/c1ccccc1O)C1=NS(=O)(=O)c2ccccc21	-0.3	89	i	1.3	3.8%	-1%	/	1%	i	29	6%	0.7%[50 µM]
CCOC(=O)C1=NNC2(c3ccccc3)C(=O)N(c3cccc(Br)c3)C(=O)C12 (stereo not given)	0.9	47	i	0.3	1.6%	0%	1.1	16%	i	23	-7%	0.8%[50 µM]
NS(=O)(=O)c1ccc(NC(=O)c2cc(=O)c3ccccc3o2)cc1	-0.4	52	i	0.8	0.5%	2%	/	2%	i	27	11%	-0.2%
Cc1ccc(OCCC(=O)Nc2ccc3c(c2)OCCCO3)cc1	-2.4	54	i	0.3	0.8%	/	/	/	i	18	2%	0.1%[50 µM]
CC/C(O)=C(/C#N)c1nnc2n1CCCCC2	1.9	43	i	1.3	0.2%	2%	0.8	-3%	i	33	5%	-0.1%
COc1ccc(-c2cc(C(F)(F)F)nc(S(=O)(=O)CCCC(=O)Nc3cccc(O)c3)n2)cc1OC	27	99	i	0.1	/	1%	1	14%	/	/	/	/
COc1ccc(OCc2cc(C(=O)N(C)C3CCOCC3)no2)c2ccccc12	1.5	62	?	/	14%	-2%	/	11%	i	48	1%	0.1%
Cc1cccc(N2CCN(C(=O)c3csc4ccccc34)CC2C)c1 (stereo not given)	3.0	52	i	0.7	8.2%	4%	1.1	8%	i	12	9%	3.4%
CCCC1=Nc2cc(C(=O)NCc3ccco3)ccc2Sc2ccccc21	/	/	?	/	4.8%	-13%	1.2	15%	i	50	10%	0.4%[50 µM]
COc1ccccc1N1CCN(C(=O)c2cc(-c3ccc(Cl)cc3)on2)CC1	1.2	56	i	1.3	3.0%	-22%	1.1	4%	i	10	-2%	7.8%
COc1ccc(NS(=O)(=O)c2cn(C)nc2C)cc1	-0.4	55	i	0.2	0.6%	1%	/	22%	i	27	3%	0.0%
O=C(/C=C/c1ccc(Cl)cc1Cl)NCCSc1ccccc1	14	34	i	0.7	19%	10%	1.1	-2%	i	39	10%	6.2%
N#C/C(=C\c1cccc([N+](=O)[O-])c1)C(=O)NCc1ccc(Cl)cc1	/	/	i	0.6	/	4%	1	14%	/	/	13%	-0.3%
COc1ccc(NC(=O)c2cc3c(=O)n(C)c4ccccc4c3n2C)cc1OC	0.0	96	i	7.2	2.9%	-5%	1.2	10%	i	4	22%	-0.7%
CCOC(=O)C1(Cc2ccccc2C)CCCN(C(=O)CCC(=O)OC)C1 (stereo not given)	0.1	58	i	0.2	0.8%	3%	/	14%	i	52	10%	0.2%
COc1ccc2cc(C)c3nnc(SCc4cccnc4)n3c2c1	0.8	41	i	0.2	5.0%	0%	1	11%	i	64	3%	1.0%
CC(C)(C)NS(=O)(=O)c1ccc(NC(=S)NC(=O)C2CCC2)cc1	-0.4	64	i	0.5	0.6%	9%	/	8%	i	40	8%	-0.1%
C[C@H](NC(=O)c1ccco1)C(=O)NCc1cccs1	-0.9	52	i	0.5	1.0%	/	/	/	i	27	3%	1.3%[50 µM]
CC(C)OC(=O)c1ccccc1C(=O)c1ccc(N)c([N+](=O)[O-])c1	0.2	103	i	0.2	0.6%	12%	1.1	3%	i	61	6%	2.8%
COc1ccc(N2CCN(CCCn3c(=S)[nH]c4ncccc4c3=O)CC2)cc1	-0.4	86	i	0.6	?	-4%	1.2	6%	i	56	7%	0.6%
COc1ccc(N2CCN(CCNC(=O)Nc3ccc(Cl)cc3)CC2)cc1	1.3	85	i	5.8	/	-6%	1	30%	i	11	4%	1.6%
O=C(OCc1ccc(F)cc1)c1cc2ccccc2cc1O	6.1	43	i	0.6	8.5%	-2%	/	5%	i	23	11%	-0.2%
O=C(NC1CCCC1)C1CCCN1C(=O)Nc1ccc(Cl)cc1 (stereo not given)	2.5	75	i	0.5	1.4%	-1%	1.1	4%	+	11*	3%	0.5%

Bioassay records deposited in PubChem BioAssay by several laboratories.

No enrichment for hits, and some 2.3% of all compounds hit somewhere here.
